Source: PubChem BioAssay
CXCR6 block: CXCR6 receptor inhibitors, primary screen, cell-based, beta-arrestin, luminescence, CHO-K1 PathHunter, 1536-well; C-X-C chemokine receptor type 6 (Homo sapiens), O00574; inhibition, % at 20 µM; 360,000 compounds, 0.36% hits; in the data active = inhibition above about 34%, passing the limit was not always enough;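 also: antagonist mode with CXCL16 agonist at 10 nM final; 0% = 10 nM CXCL16 with DMSO and 100% = unstimulated wells without agonist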
APJ antag: antagonists of human apelin receptor APJ, primary screen, CHO-K1 cells, beta-arrestin complementation, luminescence; inhibition, % at 20 µM; P35414; 330,000 compounds, 0.32% hits; AID 2521, 2010;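 active = inhibition above about 40% at 20 µM, limit read from the data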;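 also: cells challenged with 10 nM apelin-13 agonist together with compound; plate controls were apelin-13 plus DMSO wells for no effect and DMSO wells lacking apelin-13 for full effect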
CCR6 antagonist: CCR6 receptor antagonists, primary screen, cell-based, CHO-K1, luminescence, beta-arrestin, uHTS; inhibition, % at 20 µM; CHO-K1 CCR6 PathHunter beta-arrestin, CCL20-stimulated; 340,000 compounds, 0.49% hits;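 active = compounds whose inhibition of the agonist-driven luminescence signal at 20 µM reaches about 50%, limit read from the data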;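 also: cells stimulated with CCL20 at 14 nM final; plate controls were DMSO with CCL20 for no effect and DMSO without agonist for full effect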
Target sequence (P51684 whole entry, looked up): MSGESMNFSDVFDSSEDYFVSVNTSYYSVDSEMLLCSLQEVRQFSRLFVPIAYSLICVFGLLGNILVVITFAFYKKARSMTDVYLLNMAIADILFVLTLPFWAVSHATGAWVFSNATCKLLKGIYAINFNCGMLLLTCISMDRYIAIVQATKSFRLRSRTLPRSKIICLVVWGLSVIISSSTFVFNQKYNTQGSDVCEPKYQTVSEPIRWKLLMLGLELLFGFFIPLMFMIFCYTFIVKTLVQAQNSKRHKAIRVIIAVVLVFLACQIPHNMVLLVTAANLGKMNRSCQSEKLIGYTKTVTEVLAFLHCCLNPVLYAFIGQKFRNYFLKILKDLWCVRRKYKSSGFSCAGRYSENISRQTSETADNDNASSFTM
APJ agonist: agonists of human apelin receptor APJ, primary screen, CHO-K1 cells, PathHunter beta-arrestin, luminescence. P35414. 0% DMSO wells, 100% apelin. activation, % at 20 µM. 330,000 compounds, 0.11% hits;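 active = activation more than six SD over the plate average, tested at 20 µM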;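 also: 0% = DMSO alone and 100% = apelin-13 at 10 nM; some results filed as inactive read as strong as hits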
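system = engineered CHO-K1 APJ arrestin reporter cells | input = 1000 cells per well | timing = overnight seeding, 90 min compound at 25 °C, 1 h detection | measured by = enzyme-fragment complementation luminescence | read-out = beta-arrestin recruitment to APJ as agonist activity, luminescent signal | control set = negative DMSO alone, positive Apelin-13 at 10 nM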
ATG4B inhibitor: ATG4B protease inhibitors, primary screen, biochemical, fluorescence, uHTS | Cysteine protease ATG4B (Homo sapiens), Q9Y4P1 | ATG4B cleavage of LC3-PLA2, NBD-HPC fluorescence, 1 h | inhibition, % at 8.33 µM | 340,000 compounds, 0.51% hits; in the data active = inhibition above about 40%
Gli-Sufu block: Gli-Sufu pathway antagonists, primary screen, luciferase luminescence, Sufu-KO-LIGHT cells, uHTS; Sufu-KO-LIGHT fibroblasts, Gli luciferase reporter luminescence; inhibition, % at 5 µM; 340,000 compounds, 0.74% hits; AID 588413, 2011;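 active = inhibition above about 55%, limit read from the data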;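 also: 0% = DMSO-treated cells and 100% = wells with medium but no cells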
EBI2 antag: EBI2 receptor antagonists, beta-arrestin recruitment, primary screen, cell-based, luminescence, 7a,25-OHC stimulation, uHTS; 7a,25-OHC stimulated; G-protein coupled receptor 183 (Homo sapiens), P32249; 360,000 compounds, 0.81% hits; inhibition, % at 5 µM; in the data active = inhibition above about 38%;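 also: enzyme fragment complementation signal reports receptor beta-arrestin coupling in cells; 0% = agonist plus DMSO wells and 100% = wells without agonist; some results beyond the cut were filed as inactive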
Target sequence (P32249 whole entry, looked up, the tested form may be a part): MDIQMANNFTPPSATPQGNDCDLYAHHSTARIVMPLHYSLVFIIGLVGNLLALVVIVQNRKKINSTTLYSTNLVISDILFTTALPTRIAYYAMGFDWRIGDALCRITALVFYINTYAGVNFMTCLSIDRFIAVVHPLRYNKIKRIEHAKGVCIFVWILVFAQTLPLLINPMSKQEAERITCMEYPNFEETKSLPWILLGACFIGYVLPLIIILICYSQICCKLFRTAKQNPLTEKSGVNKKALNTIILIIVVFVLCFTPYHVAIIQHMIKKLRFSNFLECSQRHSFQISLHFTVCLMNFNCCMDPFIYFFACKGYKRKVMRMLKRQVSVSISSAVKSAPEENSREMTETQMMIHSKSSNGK
UBC13 inh: UBC13 polyubiquitin chain formation inhibitors, primary screen, biochemical, TR-FRET, uHTS | Ubiquitin-conjugating enzyme E2 N (Homo sapiens), P61088 | inhibition, % at 20 µM | 330,000 compounds, 0.47% hits; in the data active = inhibition above about 45%, passing the limit was not always enough
Target sequence (P61088 whole entry, looked up): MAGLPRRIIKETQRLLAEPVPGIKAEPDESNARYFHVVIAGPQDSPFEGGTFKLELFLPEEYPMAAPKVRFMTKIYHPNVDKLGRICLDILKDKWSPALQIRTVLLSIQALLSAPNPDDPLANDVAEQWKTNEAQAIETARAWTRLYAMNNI
The depositor's hits bear a star; · = not tested or not shown. No enrichment for hits (roughly 3% active in at least one column).

molecule,APJ agonist,CCR6 antagonist,UBC13 inh,EBI2 antag,CXCR6 block,APJ antag,Gli-Sufu block,ATG4B inhibitor
O=C(c1cc2ccccc2oc1=O)N(Cc1ccccc1)Cc1ccc2c(c1)OCO2,-4,22,4,10,1,8,2,-16
O=C(CSc1nc2[nH]ncc2c(=O)[nH]1)N1CCCCC1,·,-14,·,-6,0,·,-4,1
O=C1C2CCCCN2C(=O)N1CCN1CCN(c2ccc([N+](=O)[O-])cc2)CC1 (centres undefined),-5,-9,-1,5,2,-3,-14,-10
CCOC(=O)c1ccc(NC(=O)C2CCN(C(=O)c3ccc(OC)c(OC)c3)CC2)cc1,-3,-2,-6,13,-7,-17,9,7
CC1(C)CC(CC(=O)Nc2nccs2)(c2ccccc2)CCO1 (centres undefined),-2,9,6,-3,0,4,7,-6
Cc1cc(C)nc(N(C#N)CC(=O)c2ccccc2)n1,-5,15,-4,14,6,16,-6,2
COC(=O)NNC(=O)COc1ccc2ccccc2c1Br,3,-14,13,-12,-8,-8,-3,1
O=C(Cn1cncn1)c1ccccc1Br,0,5,3,0,-23,-5,8,-10
CC(C)CC(COCc1ccc(Cl)cc1)N1CCN(C(=O)c2ccc(Cl)cc2Cl)CCC1=O (centres undefined),-3,4,18,11,5,-14,13,-5
Cc1n[nH]c(=O)c2c(NC(=O)CSc3nc4ccccc4c(=O)n3CCCO)oc(C)c12,-11,1,-8,-11,9,18,-13,-8
CCc1nn(CC(=O)NCCCc2ccccc2)c(=O)c2cc3c(OC)cccc3n12,-4,2,14,0,6,22,3,-1
CC(C)c1ccccc1OCC(=O)NC1CCCc2ccccc21 (centres undefined),-3,24,9,5,-14,6,11,48*
CCOC(=O)[C@@H]1CCNC[C@@H]1c1ccccc1,-5,15,-4,-10,1,-1,16,6
Cc1ccc(CNc2ccc(N3C(=O)CCCC3=O)cc2[N+](=O)[O-])cc1,0,12,-13,-4,14,19,-3,3
COc1ccc(S(=O)(=O)N2CCOCC2)cc1NC(=O)CCOc1ccc(C(C)(C)C)cc1,-7,9,-2,-5,4,8,9,5
Cc1cc(C)n2nc(C(=O)OCC(=O)NCc3ccccc3)nc2n1,4,13,0,-3,-6,-4,-4,-4
COC(=O)CN1CCN(C(=O)c2ccc(F)cc2)c2ccccc2C1,-5,4,-4,-12,-10,16,-5,-4
CCOC(=O)CSc1ccc2nnc(-c3cccs3)n2n1,1,-2,3,-1,-8,-24,2,-10
CCOC(=O)CNC(=O)CN1CCCN(S(=O)(=O)c2ccc(Br)s2)CC1,6,9,-4,-17,-6,-16,0,-5
Cc1noc(C)c1CSc1ccccc1C(=O)Nc1nccs1,-12,13,6,-4,5,-4,0,-3
COc1ccc(OCCCC(=O)Nc2cccc([N+](=O)[O-])c2C)cc1,-4,14,13,2,6,10,-1,7
O=C(c1ccc(S(=O)(=O)c2ccccc2Cl)c([N+](=O)[O-])c1)N1CCN(Cc2ccccc2)CC1,2,-14,0,-14,-11,-38,18,-7
CCOC(=O)C1(C(=O)OCC)CCN(S(=O)(=O)c2ccccc2)CC1,·,8,·,3,1,·,-1,1
CC(Sc1nc2ccccc2[nH]1)C(=O)NC1CCCCC1C (centres undefined),-1,6,0,9,-10,-4,-13,9
O=[N+]([O-])c1ccc(N2CCN(CCO)CC2)cc1Sc1nc2ccccc2[nH]1,1,11,-16,3,-2,8,3,-5
CCc1ccc(NC(=O)CCc2nc3sc4c(c3c(=O)[nH]2)CCCC4)cc1,-5,14,8,-6,0,6,-7,5
Nc1nc(SCCOc2ccccc2)n[nH]1,-3,0,0,-14,5,6,-5,-1
CCOc1ccc(/C(O)=C2\C(=O)C(=O)N(CCN(C)C)C2c2cc(OC)ccc2OC)cc1Cl (centres undefined),·,0,·,1,8,·,-7,8
CCc1nc2ccccc2c(C(=O)OCC(=O)NC2CCCC2)c1C,-3,5,-6,-4,8,7,13,-1
COC(=O)CSC1=C(C#N)C(=O)NC2(CCCCC2)S1,-2,8,-34,-6,12,-15,-1,-5
C/C(=N/NC(=O)c1ccc2c(c1)OCO2)c1cccc(NC(=O)C(C)(C)C)c1,-2,-8,3,-1,2,0,-18,2
O=C(CN1C(=O)NC2(CCCc3ccccc32)C1=O)NC1CCCCC1 (centres undefined),8,2,-5,-6,-3,4,-21,9
Nc1nc(-c2cccnc2)nn1S(=O)(=O)c1ccccc1,-6,3,2,-6,-1,2,7,-9
CCCN1CCOC(CC(=O)Nc2ccc([N+](=O)[O-])cc2)C1=O (centres undefined),-2,2,5,2,-3,-1,-3,-4
Cc1cc(N2CCN(C)CC2)nc(N2CCOCC2)n1,-2,-19,7,2,-10,14,3,0
CCc1cc2c3c([nH]c2cc1S(=O)(=O)NCCCOC)CC(C)(C)CC3=O,-4,-2,-3,6,6,-2,-3,0
COc1cccc(C2/C(=C(/O)c3cnn(-c4ccccc4)c3C)C(=O)C(=O)N2CCN(C)C)c1 (centres undefined),-1,0,0,-3,-5,14,-2,-1
COCCSc1ccccc1C(=O)Nc1cc(C)cc(C)c1,-3,3,-7,11,9,15,4,-10
CN1CCN(NC(=O)c2cc(-c3ccc(Cl)s3)nc3ccccc23)CC1,0,6,23,-3,1,9,-1,-8
COC(=O)C(C)Sc1nnc2n(-c3cccc(C)c3)c(=O)c3c4c(sc3n12)CCCC4 (centres undefined),1,11,8,12,6,19,2,3
O=C(NCCc1ccccc1)c1ccc(NC(=O)C2CC2)cc1,·,4,·,-5,-6,·,-41,1
O=C(NC(NC(=S)Nc1ccc(Cl)cc1)C(Cl)(Cl)Cl)c1ccco1 (centres undefined),-1,-2,-2,-12,-14,-5,3,5
Cc1ccccc1NC(=O)Cc1nc(COC(=O)CC(C)c2ccccc2)cs1 (centres undefined),-3,19,4,-2,2,11,-6,8
CC1(C)CC(=O)C2=C(C1)N(c1ccc(F)cc1)C(=O)C2(NC(=O)c1ccccc1F)C(F)(F)F (centres undefined),0,9,-1,-5,-1,-4,-2,7
CC(C)(C)c1ccc(-c2noc(-c3ccc4c(c3)CCO4)n2)cc1,-5,-8,8,11,7,9,-11,-5
COc1ccc(CSc2nc(C)cc(C)c2S(C)(=O)=O)cc1,-3,-5,10,8,3,6,12,1
CCCC(=O)Nc1ccc2c(c1)nc(CN1CCCCC1)n2C,-4,4,3,-10,4,7,7,0
CCOC(=O)c1sc(NC(=O)C2CC(=O)N(c3ccc4c(c3)OCCO4)C2)nc1C (centres undefined),-4,6,3,-2,8,-4,8,-6
Cc1cc(OC(C)C(=O)NCc2ccccn2)c2c(C)c(Cc3ccccc3)c(=O)oc2c1 (centres undefined),-4,16,20,2,11,-3,1,-10
COc1cc(O)c(C(CC(=O)N2CCOCC2)c2cc(OC)c(OC)c(OC)c2)c(OC)c1 (centres undefined),6,2,-1,-3,-4,0,4,-1

Two neighbouring records from above, for reference:
molecule,APJ agonist,CCR6 antagonist,UBC13 inh,EBI2 antag,CXCR6 block,APJ antag,Gli-Sufu block,ATG4B inhibitor
COC(=O)CSC1=C(C#N)C(=O)NC2(CCCCC2)S1,-2,8,-34,-6,12,-15,-1,-5
C/C(=N/NC(=O)c1ccc2c(c1)OCO2)c1cccc(NC(=O)C(C)(C)C)c1,-2,-8,3,-1,2,0,-18,2

The list continues:
molecule,APJ agonist,CCR6 antagonist,UBC13 inh,EBI2 antag,CXCR6 block,APJ antag,Gli-Sufu block,ATG4B inhibitor
O=C(O)c1ccc2c(c1)CCCN2,0,3,7,-13,2,17,8,0
COc1cc(CO)ccc1OCC(=O)Nc1cccc2ccccc12,1,5,0,-7,0,13,-9,4
CCN(CC)CCN(C(=O)C1=COCCO1)c1nc2cc(C)cc(C)c2s1,8,17,0,-4,0,-37,11,-8
Oc1ccc(/C=C/c2ccc3cccc(O)c3n2)cc1Br,0,9,-2,-9,10,-31,16,-5
O=C1CCC(C(=O)N2CCc3ccccc3C2)CN1CCCN1CCOCC1 (centres undefined),-1,-6,-2,-10,0,2,5,-2
CC(=O)NCCc1nc2cc(NS(=O)(=O)c3ccc(Cl)cc3)ccc2n1C,1,0,1,-2,-3,-4,11,1
O=C(Nc1ccccc1)c1sc(N2CCOCC2)nc1-c1ccccc1,-3,0,16,2,-4,6,9,16
Cc1c(NC(=O)c2ccc(F)c(S(=O)(=O)N3CCOCC3)c2)c(=O)n(-c2ccccc2)n1C,-4,7,6,-17,0,8,-2,0
Cc1ccc(OCC(=O)NC2CCS(=O)(=O)C2)cc1 (centres undefined),-1,-3,1,-10,2,19,6,-3
CCSc1nnc(-c2ccc(S(=O)(=O)NCc3cccs3)cc2)o1,-2,2,-28,0,-3,-8,3,3

In the list so far, six have a Cl atom.
molecule,APJ agonist,CCR6 antagonist,UBC13 inh,EBI2 antag,CXCR6 block,APJ antag,Gli-Sufu block,ATG4B inhibitor
CC(C)CC(COCc1ccc(Cl)cc1)N1CCN(C(=O)c2ccc(Cl)cc2Cl)CCC1=O (centres undefined),-3,4,18,11,5,-14,13,-5
O=C(c1ccc(S(=O)(=O)c2ccccc2Cl)c([N+](=O)[O-])c1)N1CCN(Cc2ccccc2)CC1,2,-14,0,-14,-11,-38,18,-7
CCOc1ccc(/C(O)=C2\C(=O)C(=O)N(CCN(C)C)C2c2cc(OC)ccc2OC)cc1Cl (centres undefined),·,0,·,1,8,·,-7,8
CN1CCN(NC(=O)c2cc(-c3ccc(Cl)s3)nc3ccccc23)CC1,0,6,23,-3,1,9,-1,-8
O=C(NC(NC(=S)Nc1ccc(Cl)cc1)C(Cl)(Cl)Cl)c1ccco1 (centres undefined),-1,-2,-2,-12,-14,-5,3,5
CC(=O)NCCc1nc2cc(NS(=O)(=O)c3ccc(Cl)cc3)ccc2n1C,1,0,1,-2,-3,-4,11,1
